# Bioassay records: PubChem, National Center for Advancing Translational Sciences (NCATS)
# AT treatment – potential ataxia-telangiectasia treatment. […] A-T fibroblasts, KAP-1 phosphorylation AlphaLISA; neocarzinostatin DNA damage 30 min before lysis. Potency, µM (titrated, usually from 57.5 µM), inactives show top-dose activation, most hits filed as activators. hit rate 0.19% among 320,000; further: potency means the concentration at half of the fitted maximal effect; % of control where 0% means no effect; nearly all actives have a fitted effect of over 45% in size
#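 hTERT-immortalized A-T patient fibroblasts ([…]), 500 cells/well in OPTI-MEM, 1% FBS, got compounds for 60 min, then NCS for 30 min at 37C. Lysates were then assayed for phospho-KAP-1 by AlphaLISA (anti-pKAP1 donor, anti-KAP1 acceptor beads), 6 hr at 25C.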
# CXXC DNA block – inhibitors of human MLL CXXC domain-DNA interaction. Q03164. MLL-CXXC / FITC-HOXA9 DNA fluorescence polarization. Potency, µM (top dose mostly 115 µM), without a hit: at the top dose activity change, negative = inhibition, most hits filed as inhibitors. hit rate 0.037% among 290,000; active means well fitted inhibition curve with a large enough effect in the polarisation, with a control signal flat, not every such curve was filed as active; inconclusive means small, poorly fitted or top-dose-only effect, or effect the other way, or a change in a side signal; inactive means no such curve, though single readings can be large or run the other way; the % refers to the polarisation; further: potency means the concentration at half of the fitted maximal effect
#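 Steps: dispense CXXC domain solution (7 uM) → pin compounds or unlabeled HOX-A9 DNA control → 5 min ambient → add FLSN-HOX-A9 solution (50 nM) → spin → 30 min ambient → fluorescence polarization. Tris pH 7.5/NaCl/DTT/BSA buffer.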
# GALK inh – inhibitors of human galactokinase | P51570 | Potency, µM (top dose mostly 57.5 µM), for inactives: at the highest dose activity change, negative = inhibition, most hits filed as inhibitors | hit rate 0.007% among 270,000 | AID 1868 | Purified GALK, Kinase-Glo residual ATP luminescence; further: potency means the concentration at half of the fitted maximal effect; on the % scale 0 is the no-effect control and ±100 the full control effect
#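 5 nM enzyme, 35 uM ATP, 100 uM galactose, 20 mM HEPES pH8.0, 5 mM MgCl2; 1 h RT; residual ATP by Kinase-Glo Plus luminescence, qHTS format.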
# Giardia kill – kills Giardia lamblia; Giardia lamblia trophozoite viability; activity change, % at 7.66 µM, hits read low; hit rate 0.15% among 340,000; in the data active means activity change below about -80%; inconclusive means between about -30% and that limit;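 further: parasites exposed to compound for two days anaerobically before the ATP read; on the % scale 0 is the no-effect control and ±100 the full control effect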
#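 Each well holds 100 Giardia trophozoites and compound. After two days (48 hrs) at 37 deg C in anaerobic conditions, ATP is quantified by luminescence.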
# TCR activator – activators of T cell receptors; 330,000 tested, under 10 active; AID 504894; Potency, µM (top dose mostly 9.22 µM), inactives show at the top dose activation of IL-2 secretion, usual class: activators; primary human leukocytes, anti-CD3, IL-2 HTRF, 48 h; further: % of control where 0% means no effect
#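 1) Mix primary human leukocytes, a-CD3 beads and compound. 2) Incubate 48 hr. 3) Add HTRF IL-2 reagents (a-IL-2-K, a-IL-2-d2).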
# Tb PFK block – blocks T. brucei phosphofructokinase. O15648. T. brucei PFK, ADP-Glo luminescence. Potency, µM (highest dose often 57.5 µM), inactives show at the highest dose activity, negative = inhibition, usual class: inhibitors. hit rate 0.17% among 330,000. AID 485367;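 further: potency means the concentration at half of the fitted maximal effect; 0% = uninhibited 1x PFK enzyme wells and -100% = no-enzyme wells; nearly all actives have a fitted effect of over 60% in size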
#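 PFK 1.25 nM, F6P 0.5 mM, ATP 0.1 mM, 0.1 M TEA pH 8.0, 5 mM MgCl2, 0.01% Tween20, 0.1% BSA; 45 min RT. ADP-Glo readout. qHTS titration up to 57 uM; curves fitted, compounds curve-classed.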
# KCNH2 WT inh – KCNH2 (human, wildtype) channel inhibition | U2OS, BacMam KCNH2, thallium flux FluxOr; stronger effect = lower value | activity change, % at 1.84 µM | hit rate 0.37% among 340,000;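 active means maximum activity change below -70%; inconclusive means maximum activity change between -70% and -50%; inactive means maximum activity change above -50%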; further: on the % scale 0 is the no-effect control and ±100 the full control effect
# Target sequence (Q12809 whole entry, looked up): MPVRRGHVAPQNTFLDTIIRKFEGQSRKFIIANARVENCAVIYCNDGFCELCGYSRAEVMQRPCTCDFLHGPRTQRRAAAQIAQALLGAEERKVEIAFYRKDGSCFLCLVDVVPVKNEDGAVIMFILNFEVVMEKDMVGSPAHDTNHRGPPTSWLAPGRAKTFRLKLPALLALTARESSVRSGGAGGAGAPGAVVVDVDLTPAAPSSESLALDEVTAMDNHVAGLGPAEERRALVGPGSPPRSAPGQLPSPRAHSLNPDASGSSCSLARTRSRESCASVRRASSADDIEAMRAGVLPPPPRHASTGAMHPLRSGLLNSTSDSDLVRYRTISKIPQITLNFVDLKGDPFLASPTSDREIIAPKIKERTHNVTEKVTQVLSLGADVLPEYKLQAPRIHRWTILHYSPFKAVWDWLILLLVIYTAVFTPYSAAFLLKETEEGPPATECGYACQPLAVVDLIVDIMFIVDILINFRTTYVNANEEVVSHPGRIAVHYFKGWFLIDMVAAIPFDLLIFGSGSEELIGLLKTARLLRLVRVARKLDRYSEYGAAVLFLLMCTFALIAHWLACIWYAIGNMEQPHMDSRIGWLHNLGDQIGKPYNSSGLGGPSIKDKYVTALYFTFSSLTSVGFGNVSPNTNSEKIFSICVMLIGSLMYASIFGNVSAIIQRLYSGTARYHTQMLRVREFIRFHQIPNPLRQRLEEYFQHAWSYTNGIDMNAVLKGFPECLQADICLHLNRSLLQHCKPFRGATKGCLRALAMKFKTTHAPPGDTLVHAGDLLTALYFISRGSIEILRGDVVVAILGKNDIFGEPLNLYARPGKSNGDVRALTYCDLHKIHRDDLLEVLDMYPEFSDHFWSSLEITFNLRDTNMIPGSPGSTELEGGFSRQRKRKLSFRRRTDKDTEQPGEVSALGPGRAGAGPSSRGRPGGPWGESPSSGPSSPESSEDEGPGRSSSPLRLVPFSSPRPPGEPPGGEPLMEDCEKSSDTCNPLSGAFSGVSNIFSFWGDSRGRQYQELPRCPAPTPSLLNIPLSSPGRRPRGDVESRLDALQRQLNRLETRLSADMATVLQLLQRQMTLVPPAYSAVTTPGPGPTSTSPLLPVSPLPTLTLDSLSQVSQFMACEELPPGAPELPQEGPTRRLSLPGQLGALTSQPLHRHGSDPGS
#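 U2OS cells were transduced with wild-type KCNH2 virus (2.03 x 10^8 / mL) for 4 h at room temperature, then cultured overnight at 37 C. Thallium flux was read with FluxOr dye. Rate constants were normalized to DMSO controls.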
# TSHR antag – human thyrotropin receptor antagonism; TSHR-expressing cells, TSH-stimulated cAMP HTRF, 2 h; stronger effect = lower value; hit rate 0.2% among 330,000; activity change, negative = inhibition, % at 11.5 µM;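 active means activity change below a set negative limit, meaning inhibition stronger than a set level, cut at about -70% in these data; inconclusive means activity change between two set negative limits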; further: on the % scale 0 is the no-effect control and ±100 the full control effect
#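 Read-out is FRET at 665 nm (cryptate excitation 337 nm) from a cryptate-tagged anti-cAMP antibody, competed by cell cAMP against cAMP-d2. Compounds are tested on freshly harvested TSHR cells challenged with 4nM TSH (EC80) for 2 hours at 37 deg C.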
# Coupling enz – counter-screen for Giardia aldolase inhibitors: coupling enzyme system; activity change, negative = inhibition, % at 58.2 µM, hits read low; hit rate 0.67% among 290,000; coupling enzyme system counterscreen, AmpLite Red fluorescence; AID 2472; in the data active means activity change below about -30%; further: on the % scale 0 is the no-effect control and ±100 the full control effect
#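 Fluorescence at 525 nm excitation and 598 nm emission measured inhibition of the coupled detection system without aldolase. Compounds (at 57.5 uM final) were preincubated 10 min at room temperature with coupling enzyme reagent before a 20 min substrate/AmpLite Red step.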
# Chronic BCR inh – chronic active BCR signaling inhibition; ABC-DLBCL IkBa-CBG/CBR reporter, luminescence ratio, 4 h; Potency, µM (doses to about 46.1 µM), inactives show at the top dose ratio change, negative = lower green/red ratio, usual class: inhibitors; hit rate 0.05% among 340,000; AID 493014; active means well fitted inhibition curve with a large enough effect in the signal ratio, with a control signal flat, not every such curve was filed as active; inconclusive means small, poorly fitted or top-dose-only effect, or effect the other way, or a change in a side signal; the % refers to the signal ratio;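 further: potency means the concentration at half of the fitted maximal effect; plate controls were basal doxycycline-induced cells for no effect and cells given 10 µM MG132 for full effect; MG132 reads +100%, hits lower the ratio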
#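 TMD8 human ABC-DLBCL cells with doxycycline-inducible IκBα–green luciferase fusion and unfused red luciferase, in 0.5% FBS medium; compounds up to 46 uM, 4 h at 37C. Green/red luminescence ratio, filter-overlap corrected, fitted to concentration-response curves.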
# * = called active by the depositor; ? = inconclusive; . = not tested or not shown; [ ] = another dose, or the depositor's remark. Unless noted, the call rests on the fitted dose curve; in most records, active means well fitted curve in the direction sought with a large enough effect; inconclusive means small, poorly fitted or top-dose-only effect, or another doubt; inactive means no such curve, though single readings can be large; an effect the other way counts as inactive or inconclusive.
SMILES,AT treatment,CXXC DNA block,GALK inh,Giardia kill,TCR activator,Tb PFK block,KCNH2 WT inh,TSHR antag,Coupling enz,Chronic BCR inh
CCOC(=O)C1=CN(Cc2cccc(F)c2)S(=O)(=O)N(C)C1c1ccc(F)c(Cl)c1 (stereo not drawn),2%,.,.,4,-16%[46.1 µM],1%,-7,13,.,?
Cc1cc(C)nc(Nc2ncc(O)n2-c2ccc(Br)cc2)n1,1%,4%,-1%,1,6%,0%,5,-9,-2,-1%
CCCCN(C)C(=O)C(Cc1ccccc1)NS(=O)(=O)c1ccc2c(c1)CCC(=O)N2 (stereo not drawn),-1%,11%,2%,-12,-1%,-6%,-6,2,3,21%
CN(C)S(=O)(=O)c1ccc(/C(O)=C2/C(=O)C(=O)N(Cc3cccnc3)C2c2ccncc2)cc1 (stereo not drawn),1%,-11%,1%,55[activator],4%,2%,4,10,7,-10%
O=C(O)CC1NC(=O)N(c2ccc(Cl)cc2)C1=O (stereo not drawn),-2%,-1%,-2%,-10,-11%,-7%,10,3,0,9%
COc1ccc(N=C2NC(=O)/C(=C/C=C/c3ccccc3)S2)cc1,-8%,0%,.,4,-3%,-4%,-10,1,-1,1%
CC(=O)NC(CC(=O)NNC(=O)c1cc2ccccc2cc1O)c1ccccc1 (stereo not drawn),-1%,32%[activator],-6%,-11,-1%,3%,-28,1,.,1%
CC1(C)CC(=O)C2=C(C1)N=C1c3ccccc3C(=O)C1C2c1ccc(Cl)cc1 (stereo not drawn),-10%,0%,-1%,-13,3%,-1%,16,-2,-13,?
O=C(c1cccc(COc2cccc3ccccc23)c1)N1CCCC1,4%,-4%,0%,-9,-4%[46.1 µM],1%,-2,-21,0,?
CCOc1ccc(S(=O)(=O)N(CC)CC)cc1NC(=O)c1ccc(N2CCCC2=O)cc1,21%,11%,-10%,7,.,-4%,4,8,.,0%
NCCCC[C@@H]1NC(=O)[C@H](CCC(=O)O)NC(=O)c2cc([N+](=O)[O-])cc(I)c2SC[C@@H](C(=O)NCC(N)=O)NC1=O,-2%,2%,.,3,-2%,9%,-18,-7,-1,3%
CCN(CC)S(=O)(=O)c1ccc(CNC(=O)CN2C(=O)NC3(CCc4ccccc43)C2=O)cc1 (stereo not drawn),-1%,.,.,-13,-2%,-3%,-8,31,.,-2%
CCOc1ccc(OC(=O)C(CCS(C)(=O)=O)N2C(=O)c3ccccc3C2=O)cc1 (stereo not drawn),7%,3%,0%,-5,-3%,-1%,-1,4,0,5%
Cc1ccccc1OCCC(=O)OCC(=O)NC1CCCCC1,7%,.,.,-3,4%,-7%,3,-7,.,1%
Cc1c(C(=O)N2CCCc3ccccc32)oc2ccccc12,2%,1%,3%,0,-3%,1%,-4,-5,-1,-5%
CN1c2ccccc2-c2nc3ccccc3n2C1c1ccco1 (stereo not drawn),16%,-8%,-1%,-19,-2%,0%,0,-11,-7,?
CCOc1ccc(-n2nnnc2SCC(=O)c2ccccc2)cc1,7%,2%,0%,-28,1%,-2%,-3,-19,2,?
CCOC(=O)CCCNC(=O)COC(=O)c1cc(C)cc(C)c1,-4%,-4%,0%,3,-2%[46.1 µM],-3%,3,-7,-1,?
O=C(C1CCC(=O)N(C2CC2)C1)N1CCC(Oc2cccc(C(F)(F)F)c2)CC1 (stereo not drawn),3%,2%,.,-4,1%,2%,8,3,3,4%
O=C(O)CNC(=O)c1ccc(NC(=O)/C(=C/c2ccccc2)NC(=O)c2ccco2)cc1,3%,-8%,6%,?,-1%,1%,2,7,-1,5%
O=C(COC(=O)c1cc(S(=O)(=O)N2CCOCC2)ccc1Cl)Nc1ccc2c(c1)OCO2,2%,20%,-3%,-23,1%,0%,1,-7,0,0%
Cc1csc(NC(=O)C2CCCCN2S(=O)(=O)c2ccccc2)n1 (stereo not drawn),13%,1%,-4%,7,-3%,0%,5,-2,-8,?
CCCCOC(=O)c1ccc(NC(=S)NC(=O)c2ccco2)cc1,8%,6%,9%,-4,8%,1%,-31,-1,.,?
Cc1cc(NC(=O)Cc2csc(-c3ccccc3)n2)ccc1Br,-9%,0%,0%,12,2%[46.1 µM],0%,3,-15,0,-1%
Cc1cccc(C)c1OCC(=O)Nc1ccccc1C(=O)N1CCOCC1,4%,18%,0%,-11,-6%,-6%,1,6,.,-5%
CC1CCc2c(c3ccccc3[nH]c2=O)O1 (stereo not drawn),1%,-7%,1%,-9,1%,4%,-13,5,5,0%
O=C(COc1cccc(F)c1)NNC(=O)Cc1ccc(S(=O)(=O)N2CCOCC2)s1,-8%,.,.,3,5%,3%,-3,-5,.,1%
c1ccc(C(c2nnnn2Cc2cccs2)N2CCN(C3CCCC3)CC2)cc1 (stereo not drawn),0%,-10%,1%,-2,2%,-2%,21,4,-2,1%
CC(C)c1ccc(C2c3[nH]c4ccccc4c3C[C@H]3C(=O)N(c4ccccc4C(=O)N4CCC[C@@H]4C(=O)O)C(=O)N23)cc1 (stereo partly drawn),8%,-5%,.,20,-5%,0%,1,-8,3,21%
COc1cc(/C=C/C(=O)c2cccc([N+](=O)[O-])c2)cc(OC)c1OC,10%,20%,.,4,3%[46.1 µM],0%,15,-15,1,-9%
CCN(CC(=O)NC(=O)NCc1ccco1)Cc1ccccc1,2%,.,.,-6,1%,-2%,0,0,.,3%
CCOC(=O)C1=C(c2ccccc2)NC(=O)NC1c1ccc(O)c(Cl)c1 (stereo not drawn),-9%,-2%,-3%,-12,-5%,-11%,9,20,-3,?
CCOC(=O)c1cccc(NC(=O)c2cnc3ccccc3n2)c1,8%,2%,2%,1,12%,18%,0,-12,-9,2%
Cc1ccc(-n2c(=O)[nH]cc(C(=O)Nc3ccc4c(c3)OCO4)c2=O)cc1C,0%,-1%,3%,20,5%,-1%,2,10,0,10%
CC(=O)N1c2ccc(S(=O)(=O)N(C)CC(=O)NCc3ccccc3)cc2CC1C (stereo not drawn),3%,-1%,7%,0,6%,0%,3,3,.,-6%
Cc1cc(C(=O)Nc2sc3c(c2C#N)CCC(C(C)(C)C)C3)no1 (stereo not drawn),.,0%,2%,6,1%,4%,-18,-6,3,1%
O=C(NCCCN1CCC(Cc2ccccc2)CC1)c1ccc2nc(N3CCOCC3)sc2c1,11%,-1%,-1%,12,-3%,3%,16,-1,0,-13%
CC(C)OC(=O)Cn1c(=O)sc2ccccc21,7%,4%,-2%,5,0%,1%,-13,-3,0,3%
Cc1ccc(-c2ccc(/C=N/n3cnnc3)o2)cc1,-2%,-2%,-3%,-26,2%,2%,3,4,-3,?
Cc1ccc(C(=O)NCc2ccccn2)cc1NC1=NC2CS(=O)(=O)CC2S1 (stereo not drawn),-11%,.,.,-1,1%,7%,26,35,2,4%
O=C(CSc1nnnn1C1CCCCC1)NCCc1ccccc1,-8%,5%,0%,4,4%,-1%,-21,11,4,-1%
CC(C)c1nc(SCC(=O)NC(=O)NC(C)(C)C)n[nH]1,13%,6%,1%,-10,-1%,4%,-2,-4,-1,-1%
Cc1oc(-c2ccccc2Cl)nc1CSCC(=O)NC1CCCC1,3%,-2%,1%,7,-1%,-6%,-2,-12,4,-1%
CN1CCc2ccccc2CC1=O,0%,0%,.,-8,2%[46.1 µM],8%,6,-3,1,-4%
C=CCN(C(=O)CCC(=O)Nc1cc(C)on1)C(C(=O)NC1CCCC1)c1ccc(Cl)cc1 (stereo not drawn),-3%,15%,5%,-14,5%,1%,-3,-2,1,-7%
O=C(Cn1cc(C(F)(F)F)ccc1=O)NCCc1ccc(Cl)cc1Cl,1%,4%,1%,8,4%[46.1 µM],-1%,9,3,1,2%
COc1ccc(C)cc1S(=O)(=O)N(CC(=O)NC1CCCC1)c1ccc(F)cc1,10%,6%,0%,-4,-3%,-10%,2,31,.,-1%
Cc1cc2nc(C3CCCN(C(=S)Nc4ccccc4C)C3)[nH]c2cc1C (stereo not drawn),-5%,4%,0%,12,-4%,1%,17,18,0,.
CCOC(=O)c1c(C)[nH]c(C(=O)CSc2ccc(Cl)cc2)c1C,1%,11%,1%,-16,-3%,3%,6,-15,3,?

# Reformatted: results already given
> CN1CCc2ccccc2CC1=O
  AT treatment: 0%
  CXXC DNA block: 0%
  GALK inh: .
  Giardia kill: -8
  TCR activator: 2%[46.1 µM]
  Tb PFK block: 8%
  KCNH2 WT inh: 6
  TSHR antag: -3
  Coupling enz: 1
  Chronic BCR inh: -4%

> C=CCN(C(=O)CCC(=O)Nc1cc(C)on1)C(C(=O)NC1CCCC1)c1ccc(Cl)cc1 (stereo not drawn)
  AT treatment: -3%
  CXXC DNA block: 15%
  GALK inh: 5%
  Giardia kill: -14
  TCR activator: 5%
  Tb PFK block: 1%
  KCNH2 WT inh: -3
  TSHR antag: -2
  Coupling enz: 1
  Chronic BCR inh: -7%

# Rows were taken by chance. Share with any hit: about 1.6%.
